# KB-V1 MDR tox: kills drug-selected multidrug resistant KB-V1 cells | KB-V1 MDR cells viability, CellTiter-Glo, 72 h | Potency, µM (titrated, usually from 46.1 µM), inactives show top-dose activity change, negative = cytotoxicity, most hits filed as cytotoxic | hit rate 3.4% among 400,000 | AID 1347076; also: potency is read from the fitted curve at half-maximal effect; % is scaled to controls: 0 for no effect and ±100 for the full control effect; nearly all actives have a fitted effect of over 60% in size
#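 Cells of the MDR subline KB-V1 are plated, dosed with compound at multiple concentrations, and incubated 72 h at 37 degrees C; CellTiter-Glo is then added and luminescence read after 10 min.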
# HEK293 tox: cytotoxic in the GLP-1 receptor inverse agonist counter-screen. HEK293 cAMP-luciferase reporter cells, luminescence, 24 h. Potency, µM (doses to about 38.3 µM), for the others: top-dose activity change, negative = inhibition, most hits filed as inhibitors. hit rate 0.13% among 410,000;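 also: loss of luciferase light is scored as toxicity; potency is read from the fitted curve at half-maximal effect; % is scaled to controls: 0 for no effect and ±100 for the full control effect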
#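 Step one: seed cells (200 cells/uL, DMEM with 10% Nu serum, 1% pen-strep). Step two: 12-hour incubation at 37 deg C. Step three: pin 23 nL compound, incubate 24 hr. Step four: add luciferase reagent, read luminescence 12 min later.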
# D3 antag: D3 dopamine receptor (human) antagonism; P35462; D3R cells, DiscoveRx beta-arrestin luminescence, antagonist mode; stronger effect = lower value; max response, negative = inhibition, %; hit rate 2.5% among 360,000; AID 652054; in the data active = max response below about -50%; inconclusive = no clear call, values can overlap the other calls; also: % is scaled to controls: 0 for no effect and ±100 for the full control effect; mostly tested at two doses, the higher about 12 µM
#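 Cells expressing the human receptor were seeded at 1500 cells/well, incubated overnight at 37 degrees C in 5% CO2, then exposed to library compounds with dopamine controls for 90 minutes at 37 degrees C before luminescent detection.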
# GLP-1R agonist: agonists of human GLP-1 receptor; P43220; HEK293 GLP-1R CRE-luciferase, luminescence, 4-6 h; cells express a hypersensitive GLP-1R form; Potency, µM (titrated, usually from 45.6 µM), without a hit: top-dose activation, most hits filed as activators; hit rate 0.007% among 380,000; also: potency is read from the fitted curve at half-maximal effect; % of control where 0% means no effect
# Target sequence (P43220 whole entry, looked up): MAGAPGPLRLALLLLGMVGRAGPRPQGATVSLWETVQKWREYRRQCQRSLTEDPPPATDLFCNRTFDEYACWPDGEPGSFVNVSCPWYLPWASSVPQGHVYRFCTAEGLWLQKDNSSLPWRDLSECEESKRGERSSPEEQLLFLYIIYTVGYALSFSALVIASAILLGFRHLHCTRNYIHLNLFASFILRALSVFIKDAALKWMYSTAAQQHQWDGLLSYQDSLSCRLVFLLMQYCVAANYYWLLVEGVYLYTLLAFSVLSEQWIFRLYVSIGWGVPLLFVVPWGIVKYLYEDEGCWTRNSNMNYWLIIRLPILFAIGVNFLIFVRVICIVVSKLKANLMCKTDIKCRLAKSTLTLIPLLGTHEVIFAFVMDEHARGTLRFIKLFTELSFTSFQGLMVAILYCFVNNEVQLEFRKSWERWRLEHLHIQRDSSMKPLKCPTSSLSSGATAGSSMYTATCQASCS
# PTHR1 ag: PTHR1 (human) receptor agonism; Q03431; HEK293 GP2 PTHR1 cells, GloSensor cAMP luminescence, 1 h; Potency, µM (highest dose often 115 µM), inactives show at the top dose activation, actives largely listed as activators; hit rate 0.075% among 410,000; AID 743266; also: potency is read from the fitted curve at half-maximal effect; nearly all actives have a fitted effect of over 55% in size; some results filed as inactive show a strong effect at the top dose; inactives centre near -15; many of its hits are not listed in these tables
# Target sequence (Q03431 whole entry, looked up): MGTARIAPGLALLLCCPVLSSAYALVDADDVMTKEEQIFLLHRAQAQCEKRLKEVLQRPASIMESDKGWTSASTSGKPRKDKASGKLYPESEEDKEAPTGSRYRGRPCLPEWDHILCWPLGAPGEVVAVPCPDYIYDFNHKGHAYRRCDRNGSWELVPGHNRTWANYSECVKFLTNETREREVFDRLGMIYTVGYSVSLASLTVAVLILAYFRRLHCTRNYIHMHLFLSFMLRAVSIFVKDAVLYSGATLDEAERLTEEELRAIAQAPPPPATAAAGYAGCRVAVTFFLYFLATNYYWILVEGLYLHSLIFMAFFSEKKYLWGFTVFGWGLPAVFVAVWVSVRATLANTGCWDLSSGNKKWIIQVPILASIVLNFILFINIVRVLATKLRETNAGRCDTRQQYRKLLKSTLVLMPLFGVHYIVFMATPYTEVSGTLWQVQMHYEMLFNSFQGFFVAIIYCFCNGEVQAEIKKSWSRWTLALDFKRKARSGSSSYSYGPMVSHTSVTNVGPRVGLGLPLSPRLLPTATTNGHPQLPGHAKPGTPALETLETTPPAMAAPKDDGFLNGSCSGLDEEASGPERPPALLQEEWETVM
#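 HEK-293-derived GP2 cells expressing PTHR1 and a GloSensor cAMP reporter, 3,000/well, plated overnight, given luciferin plus IBMX (each 0.5 mM as added) for 1 h at 37 °C, then compound for 1 h at 37 °C. Luminescence was read after 15 min at room temperature.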
# D3 ag: agonists of human D3 dopamine receptor. D3R DiscoveRx beta-arrestin cells, luminescence, 90 min. hit rate 0.58% among 410,000. max activation, %. P35462; in the data active = max activation above about 30%; also: 0% is about no effect; mostly tested at two doses, the higher about 12 µM
#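 Cells at 1500/well, incubated overnight, then treated with pinned compounds (dopamine as control) for 90 min at 37 degrees C. DiscoveRx reagent added for 30 - 60 minutes at room temperature; luminescence read.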
# aSyn yeast inh: inhibitors of alpha-synuclein toxicity in yeast | Potency, µM (doses to about 46.1 µM), inactives show at the highest dose growth rescue (activation), usual class: activators | hit rate 0.14% among 370,000 | Yeast expressing alpha-synuclein, growth rescue, BacTiter-Glo, 24 h; also: potency is read from the fitted curve at half-maximal effect; % of control where 0% means no effect; nearly all actives have a fitted effect of over 65% in size
#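 Galactose-induced alpha-syn yeast (OD600=0.02, raffinose-pregrown) + pinned cpd, 24 hr, 30 deg C; growth by BacTiter-Glo luminescence. Growth restoration scores as activation.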
# GLP-1R inv ag: inverse agonists of human GLP-1 receptor; P43220; HEK293 GLP-1R CRE-luciferase, luminescence, 24 h; GLP-1R form is constitutively active; Potency, µM (series often up to 38.3 µM), without a hit: top-dose activity change, negative = inhibition, usual class: inhibitors; hit rate 1.6% among 410,000; also: potency is read from the fitted curve at half-maximal effect; % is scaled to controls: 0 for no effect and ±100 for the full control effect; nearly all actives have a fitted effect of over 55% in size
#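 Inverse agonists were sought by their lowering of basal cAMP reporter luciferase output in HEK293 cells stably carrying constitutively active human GLP-1R, after 24 h compound treatment.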
# TDP43 rescue: rescues yeast growth from TDP-43 toxicity | Potency, µM (series often up to 46.1 µM), for the others: at the top dose growth rescue (activation), actives largely listed as activators | hit rate 1.8% among 410,000 | TDP-43 expressing yeast growth rescue, BacTiter-Glo, 24 h; also: potency is read from the fitted curve at half-maximal effect; % of control where 0% means no effect; nearly all actives have a fitted effect of over 50% in size
#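 Yeast expressing TDP-43 (pregrown in raffinose, seeded at OD600=0.02 in galactose medium) exposed to compounds 24 hr at 30 deg C. Growth read by BacTiter-Glo luminescence; rescue of toxicity appears as increased signal.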
# * marks the source's active call; other numbers are inactive results; i = inactive; u = inconclusive; x = no result given; & = joins results of further samples; [ ] = dose if it differs, or a comment. Unless noted, calls follow the shape of the dose curve; as a rule, active = well fitted curve in the direction sought with a large enough effect; inconclusive = small, poorly fitted or top-dose-only effect, or another doubt; inactive = no such curve, though single readings can be large; an effect the other way counts as inactive or inconclusive.
SMILES,KB-V1 MDR tox,HEK293 tox,D3 antag,GLP-1R agonist,PTHR1 ag,D3 ag,aSyn yeast inh,GLP-1R inv ag,TDP43 rescue
CN1CCN(CC(=O)Nc2cccc([N+](=O)[O-])c2)CC1,-17%,3%,4,-5%,-5%,3,u,-3%,3%
CCOC(=O)c1c[nH]c2c([N+](=O)[O-])cc(OC)cc2c1=O,-20%,-7%,-12,-3%,-30%,-5,-2%,0%,7%
O=[N+]([O-])c1ccc(Nc2ccccc2F)nc1,u,u,-6,-7%,-70%[inhibitor],3,-1%,u,18µM*
CCn1ccc2c(OCC(=O)Nc3ccc(C)c(Cl)c3)cccc2c1=O,8%,-3%,x,x,-9%,2,x,-3%,22µM*
O=C(NC1CCCC1)c1ncn[nH]1,6%,10%,-2,0%,i,-7,-4%,8%,-22%
O=C(Cc1ccccc1Cl)Nc1cccnc1,6%,-7%,1,2%,i,4,3%,16%,-7%[9.22 µM]
CC(C)(C)NC(=O)c1cnn2c(C(F)F)cc(-c3ccccc3)nc12,x,6%,x,x,0%,2,x,7%,27%
O=C(O)c1cc([N+](=O)[O-])ccc1NCCCc1ccccc1,-15%,3%,-13,-4%,-78%[inhibitor],0,-18%&-7%,2%,28%
CN(C)CCOc1ncnc2c1oc1ccccc12,-29%,-9%,9,-3%,i,-6,-3%,0%,-17%
O=C(COC(=O)c1ccc(F)cc1F)NCCNC(=O)COC(=O)c1ccc(F)cc1F,0%,-6%,-4,-6%,i,8,-1%,22%,-9%
O=C(CN1C(=O)NC2(CCCC2)C1=O)OCCOc1ccc(Br)cc1,4%,9%,12,-22%,i,0,15%,-14%,20%
Cc1nn(CCC(=O)NCc2ccc(Cl)cc2)c(=O)c2nn(-c3ccccc3)c(C)c12,9%,8%,x,x,-3%,57*,x,16%,-12%
COc1ccc(Cc2nc3ccc(C(=O)NCCc4ccc(Cl)cc4)cc3o2)cc1,-5%,-1%,x,x,i,-15,x,13%,-5%
CC(C)(C#CC(O)(c1ccccc1)c1ccccc1)N1CCCCC1,4%,-12%,-18,4%,i,2,-3%,u,1%
O=C(N1CCOCC1)N1CCN(S(=O)(=O)N2CCCCC2)CC1,1%,6%,0,5%,12%[57.5 µM],-5,-1%,5%,5%
CCn1nc(C(=O)Nc2ccccc2N2CCCC2)c2ccccc2c1=O,u,2%,68,24%,-10%,22,1%,u,1%
COc1cccc(NC(=O)C(c2ccccc2)N2CCN(CC(=O)N3CCOCC3)CC2)c1 (stereo not drawn),0%,-1%,3,4%,-23%,-1,8%,16%,16%
Cc1ccc(C)c(OCC(=O)NNC(=O)CSC(=S)N2CCCC2)c1,0%,16%,13,-26%,i,3,1%,2%,0%
O=C(NCC1CCCO1)c1ccc(NC(=O)c2cccc(Cl)c2)cc1 (stereo not drawn),u,0%,-24,-5%,-1%,-10,-9%,-15%,5%
Cc1ccc(OCc2n[nH]c(=S)n2-c2ccccc2)cc1,u,-21%,-16,-5%,-7%,3,-4%,-15%,17%

# Single entries from the results shown:
# Under aSyn yeast inh, O=C(NC1CCCC1)c1ncn[nH]1 has the entry -4%
# Under TDP43 rescue, CCOC(=O)c1c[nH]c2c([N+](=O)[O-])cc(OC)cc2c1=O has the entry 7%
# Under PTHR1 ag, CCn1nc(C(=O)Nc2ccccc2N2CCCC2)c2ccccc2c1=O has the entry -10%
# Under PTHR1 ag, COc1cccc(NC(=O)C(c2ccccc2)N2CCN(CC(=O)N3CCOCC3)CC2)c1 (stereo not drawn) has the entry -23%

# More records
SMILES,KB-V1 MDR tox,HEK293 tox,D3 antag,GLP-1R agonist,PTHR1 ag,D3 ag,aSyn yeast inh,GLP-1R inv ag,TDP43 rescue
C[C@@H]1CN([C@H](C)CO)C(=O)CCCn2nncc2CO[C@H]1CN(C)Cc1ccc(O)cc1,-7%,2%,-10,-7%,-18%,1,2%,12%,0%
CC(C)(C)c1ccc(-c2noc(C(=O)NN)n2)cc1,0%,-6%,-9,2%,-10%,-9,-4%,63%[activator],u
CCOCCCNCc1cn(-c2ccc(F)cc2F)nc1-c1ccccc1C,u,-29%,-26,9%,i,-34,0%,u,9%[9.22 µM]
CCCN(CCC)CCCn1c(=O)[nH]c2ccccc21,2%,1%,u,7%,i,-12,1%,10%,-5%
CCN1CCCC1CNC(=S)Nc1ccc(C(C)=O)cc1 (stereo not drawn),14%,-2%,-27,0%,i,-8,-3%,u,-10%
CCc1ccc(NC(=O)c2ccc(CN3C(=O)C(C)=C(c4ccc(C)cc4)S3(=O)=O)cc2)cc1,x,22%,x,x,i,-11,x,-14%,7%
O=C1NCCN(CC2CCN(CCc3ccccc3)CC2)C1=O,0%,7%,-9,2%,-1%,-6,-2%,-6%,4%
COc1ccc(CNC(=O)c2ccc(NC(=O)C3=CSCCO3)cc2)cc1,-3%,-7%,-19,-2%,i,-14,8%,26%,-17%
CCOC(=O)C1=C(C)c2ccccc2OC1(C(=O)OCC)C(C)C (stereo not drawn),0%,7%,-10,2%,-24%,0,13%,-18%,-6%
Cn1ccsc1=NC(=O)c1cccc(OC(F)F)c1,-2%,-1%,-6,19%,-18%,-5,2%,4%,18%
O=C(CCc1nc(-c2ccccc2)no1)NCc1cccnc1,u,-20%,7,-14%,4%[57.5 µM],-9,-5%,u,0%
CC(C)NC(=O)/C=C/C(=O)O,0%,-6%,17,10%,i,0,3%,-4%,-14%[1.82 µM]
COc1ccc(N2C(=O)C3CCCN3C2c2ccccc2OC)cc1 (stereo not drawn),11%,3%,31,-2%,-1%,2,-6%,11%,13%
CCOC(=O)Nc1ccc2c(c1)N(C(=O)N(C)C)c1ccccc1CC2,-5%,-5%,u,0%,i,-21,10%,-19%,-1%
Cc1cccc(NC(=O)COc2cccc3c(=O)n(C)ccc23)c1C,-15%,4%,x,x,-8%,22,x,21%,u
Cn1c(CNC(=O)c2ccccc2F)nnc1SCC(=O)Nc1nnc(C2CC2)s1,-11%,2%,-17,4%,4%,-4,-4%,12%,-21%
COC(=O)c1ccc(/C=N/NC(=O)C2CC(=O)N(c3ccc(F)cc3)C2)cc1 (stereo not drawn),5%,-3%,-20,4%,i,-3,u,6%,3%
CN1CCN(c2ccc(S(=O)(=O)N3CCCCC3)cc2NC(=O)COc2cccc(Cl)c2)CC1,-20%,u,-1,4%,i,-5,-5%,u,15%
O=C(CCn1ccc2cc(S(=O)(=O)N3CCCC3)ccc21)NCc1ccccc1F,1%&-11%,-4%&22%,-14,-3%,i,2&3,1%,-13%&11%,-3%&19%
COc1cccc(CNS(=O)(=O)/C=C/c2ccc(OC)c(OC)c2)c1,u,12%,-3,7%,-31%[inhibitor],3,-3%,-3%,-1%
CCOc1ccc(C2NCCc3cc(OC)c(OC)cc32)cc1OC (stereo not drawn),5%,-11%,9,3%,-28%,-16,-2%,-21%,-10%
Cc1onc(-c2ccccc2)c1C(=O)N1CCOCC1,-14%,12%,-11,-1%,i,-9,-2%,-10%,-10%
CCN(CC(=O)Nc1ccccc1OC)C(=O)CN1C(=O)NC(C)(c2ccc(C)cc2)C1=O (stereo not drawn),0%,3%,-7,4%,-38%[inhibitor],6,-8%,10%,15%
CC1=C(C(=O)Nc2ccccc2C)C(c2ccco2)n2ncnc2N1 (stereo not drawn),16%,-11%,x,-1%,i,2,-1%,u,10%
OC(CN1CCN(Cc2ccccc2)CC1)c1ccc(Br)cc1 (stereo not drawn),-26%,-4%,u,2%,i,-24,2%,u,20%
O=c1c2ccccc2oc2c1oc1ccccc12,0%,2%,-7,0%,-17%,-24,u,41%[activator],u
CCCCc1ccc(NC(=S)NCC2CCCO2)cc1 (stereo not drawn),11%,u,2,21%,-46%[inhibitor],6,-12%,u,-3%[0.397 µM]
Cc1cccc(NC(=O)C2(c3ccccc3)CC2(Cl)Cl)c1 (stereo not drawn),u,3%,10,-3%,i,-1,-16%,0%,47%
CCc1cccc(C)c1NC(=O)C1CCCO1 (stereo not drawn),-8%,8%,-29,-4%,-20%[57.5 µM],1,-2%,13%,-2%
O=C(NCc1ccccn1)C1CCN(Cc2cccc(OCc3ccccc3)c2)CC1,u,-23%,6,5%,i,-7,2%,u,-4%
Cc1cccc(NC(=O)CSC(N)=O)c1C,24%,0%,u,-3%,i,3,6%,-3%,0%
CCCN(CCC)CC(=O)N1CC(=O)Nc2ccccc21,-13%,11%,-18,-2%,3%,-4,-4%,6%,-1%
CN1OC[C@@H]2CN(C(=S)NCCc3ccccc3)[C@H](c3ccccc3Br)C[C@@H]21,-1%,2%,-13,15%,-18%,-5,0%,-21%,13µM*
CC1CCN(S(=O)(=O)c2ccc3ccccc3c2)CC1,0%,79%[activator],-9,1%,-81%[inhibitor],6,11%,u,12%
COC(=O)N(NC(=O)C(O)(CCC(C)C)CCC(C)C)c1ccccc1,0%,0%,3,5%,i,19,-1%,-23%,18%
COc1ccccc1C(=O)NNC(=O)c1cccc(Br)c1,3%,4%,-8,6%,-78%[inhibitor],-4,-5%,-10%,26%
CCc1ccc(NC(=O)c2ccc3c(c2)c(C)c(C)n3Cc2ccccc2)cc1,8.2µM*,-18%,x,x,i,-1,x,u,-3%
COC(=O)[C@@H]1C[C@@]2(O)[C@@H](O)[C@@H](O)[C@@H](O)C[C@H]2N1Cc1ccc(Cl)cc1,u,2%,8,8%,i,5,2%,7%,2%
Clc1ccc(-n2ncc3c(NCc4cccnc4)ncnc32)cc1Cl,-4%,14%,16,-1%,i,6,-2%,2%,-7%

# Single records, from the list above. Screens in order: KB-V1 MDR tox	HEK293 tox	D3 antag	GLP-1R agonist	PTHR1 ag	D3 ag	aSyn yeast inh	GLP-1R inv ag	TDP43 rescue
# `COc1ccc(CNC(=O)c2ccc(NC(=O)C3=CSCCO3)cc2)cc1` across the screens: -3%	-7%	-19	-2%	i	-14	8%	26%	-17%
# `COc1cccc(CNS(=O)(=O)/C=C/c2ccc(OC)c(OC)c2)c1` across the screens: u	12%	-3	7%	-31%[inhibitor]	3	-3%	-3%	-1%

# Screens (PubChem)

# A portion of the library; count on the stated rates, not on these rows.
